PI4K2A inh: qHTS for small molecular inhibitors of PI4K2A | Phosphatidylinositol 4-kinase type 2-alpha (Homo sapiens), Q9BTU6 | 420,000 tested, 0.13% active | purified PI4K2A, ADP-Glo luminescence, 1 h; stronger effect = lower value | AID 1346378, 2018 | activity change, negative = inhibition, % at 76.9 µM; in the data active = activity change below about -50%; inconclusive = mostly about -30% to -49%;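 note: -100% = wells without enzyme as full effect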
Target sequence (Q9BTU6 whole entry, looked up): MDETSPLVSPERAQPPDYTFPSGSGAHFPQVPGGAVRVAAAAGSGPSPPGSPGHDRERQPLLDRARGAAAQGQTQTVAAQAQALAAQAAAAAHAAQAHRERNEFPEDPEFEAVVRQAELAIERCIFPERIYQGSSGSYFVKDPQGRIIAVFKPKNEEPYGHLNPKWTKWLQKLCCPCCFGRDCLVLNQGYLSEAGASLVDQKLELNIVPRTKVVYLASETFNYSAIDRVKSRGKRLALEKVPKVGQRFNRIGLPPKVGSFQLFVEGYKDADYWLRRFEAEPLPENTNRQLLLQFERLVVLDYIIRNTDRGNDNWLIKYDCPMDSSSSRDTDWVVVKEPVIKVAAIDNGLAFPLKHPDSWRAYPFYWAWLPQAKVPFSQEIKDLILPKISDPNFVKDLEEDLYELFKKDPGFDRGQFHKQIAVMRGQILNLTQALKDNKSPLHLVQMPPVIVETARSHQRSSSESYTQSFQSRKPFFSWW
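ADP-Glo luminescence measured ADP generated by PI4K2A enzyme (4 ug/mL before mixing) with 1.2 mM PI substrate (pre-mix) and 300 microM ATP (pre-mix). Tris pH7.5 buffer with MgCl2, Triton X-100; 1 h reaction at ambient temperature.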
Tb PGK inh: qHTS Assay to Find Inhibitors of Phosphoglycerate Kinase. Phosphoglycerate kinase, glycosomal (Trypanosoma brucei brucei), P07378. PGK/GAPDH coupled, Kinase-Glo luminescence, 60 min. Potency, µM (highest dose often 57.5 µM), without a hit: at the top dose activity change, negative = inhibition, hits mostly inhibitors. 380,000 tested, 0.043% active. AID 602233, 2012; note: potency is the fitted concentration of half-maximal effect; % is set by controls: 0 for no effect and ±100 for the full control effect; nearly all actives have a fitted effect of over 60% in size
Target sequence (P07378 whole entry, looked up): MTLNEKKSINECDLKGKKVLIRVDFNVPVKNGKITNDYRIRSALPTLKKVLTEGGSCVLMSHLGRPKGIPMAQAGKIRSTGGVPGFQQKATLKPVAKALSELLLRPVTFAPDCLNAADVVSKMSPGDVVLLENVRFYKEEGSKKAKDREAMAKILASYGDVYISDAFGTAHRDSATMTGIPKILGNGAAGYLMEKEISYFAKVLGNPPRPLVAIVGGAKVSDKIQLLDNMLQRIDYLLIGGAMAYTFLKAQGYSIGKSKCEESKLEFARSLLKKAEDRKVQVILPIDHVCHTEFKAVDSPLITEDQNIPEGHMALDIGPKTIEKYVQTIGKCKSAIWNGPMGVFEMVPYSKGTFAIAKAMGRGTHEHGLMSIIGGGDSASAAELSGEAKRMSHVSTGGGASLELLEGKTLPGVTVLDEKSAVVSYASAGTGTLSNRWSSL
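Luminescent ATP detection (Kinase-Glo Plus) follows a 60-minute room-temperature incubation, with wells lacking PGK as controls. Buffer: 100 mM TEA (pH 7.6), 5 mM MgCl2, 0.01% Tween-20. Coupling enzyme GAPDH (100 nM final) supplies unstable 1,3-BPG in-well.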
IDH1 R132H inh: qHTS for Inhibitors of mutant isocitrate dehydrogenase 1 (IDH1): qHTS; Isocitrate dehydrogenase [NADP] cytoplasmic (Homo sapiens), O75874; IDH1-R132H enzyme, NADPH consumption, diaphorase/resazurin fluorescence; Potency, µM (highest dose often 76.6 µM), for the others: top-dose activity change, negative = inhibition, hits mostly inhibitors; 390,000 tested, 0.093% active; note: potency is the fitted concentration of half-maximal effect; % is set by controls: 0 for no effect and ±100 for the full control effect; nearly all actives have a fitted effect of over 65% in size
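IDH1-R132H (0.5 ug/mL dispensed) in pH 7.5 Tris buffer was preincubated 30 min with compound, then given a substrate mix of 0.016 mM NADPH and 2 mM alpha-KG for 80 min at room temperature; remaining NADPH was read by diaphorase/resazurin fluorescence.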
rTrxR1 inhibitor: qHTS Assay for Inhibitors of Mammalian Selenoprotein Thioredoxin Reductase 1 (TrxR1): qHTS; 390,000 tested, 1% active; Potency, µM (series often up to 114 µM), inactives show top-dose activity change, negative = inhibition, actives largely listed as inhibitors; recombinant rTrxR1, NADPH fluorescence consumption, selenite substrate; AID 588453, 2011; note: potency is the fitted concentration of half-maximal effect; % is set by controls: 0 for no effect and ±100 for the full control effect; nearly all actives have a fitted effect of over 65% in size
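Rat TrxR1 (90 nM in the dispensed reagent) was pre-reduced with 400 uM NADPH for 5 min at room temperature, then incubated with compound for 15 min. After 400 uM selenite was added, NADPH fluorescence (Ex 340/Em 450 nm) was followed for 8 min.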
HP1b binding inh: HTS for Inhibitors of HP1-beta Chromodomain Interactions with Methylated Histone Tails; Chromobox protein homolog 1 (Homo sapiens), P83916; AlphaScreen HP1-beta / biotin-H3K9me3 peptide binding; Potency, µM (top dose mostly 114 µM), inactives show at the highest dose activity change, negative = inhibition, usual class: inhibitors; 390,000 tested, 0.56% active; AID 540317, 2011; note: potency is the fitted concentration of half-maximal effect; nearly all actives have a fitted effect of over 70% in size; inactives centre near 23
Target sequence (P83916 whole entry, looked up): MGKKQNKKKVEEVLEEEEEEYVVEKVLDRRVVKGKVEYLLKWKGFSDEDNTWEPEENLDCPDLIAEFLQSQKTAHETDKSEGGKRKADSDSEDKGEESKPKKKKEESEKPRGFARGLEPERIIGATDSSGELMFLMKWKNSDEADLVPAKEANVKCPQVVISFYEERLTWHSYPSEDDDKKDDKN
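Compound inhibition of the preformed complex between 50 nM HP1-beta and 50 nM biotinylated H3K9me3 peptide was read by AlphaScreen. Buffer was PBS pH 7.4 with 0.01% Tween-20. Incubations ran 30 min at room temperature, with 10 ug/mL donor/acceptor beads.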
GLS inh: qHTS for Inhibitors of Glutaminase (GLS). GLS enzymatic activity, qHTS titration. Potency, µM (series often up to 45.5 µM), without a hit: at the top dose activity change, negative = inhibition, most hits filed as inhibitors. 410,000 tested, 0.21% active. AID 624170, 2012; note: potency is the fitted concentration of half-maximal effect; % is set by controls: 0 for no effect and ±100 for the full control effect
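hKGA in 45 mM KH2PO4 pH 8.2, 0.02% Tween-20 with pin-transferred compounds; 1 mM L-glutamine (stock) plus glutamate oxidase/HRP/Amplex Red coupling added. Fluorescence read initially and after 30 min at RT.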
Pin1 inhibitor: qHTS Assay to Find Inhibitors of Pin1; 390,000 tested, 0.009% active; Pin1 FP peptide displacement, HiFluor488, 10 min; Peptidyl-prolyl cis-trans isomerase NIMA-interacting 1 (Homo sapiens), Q13526; Potency, µM (titrated, usually from 115 µM), inactives show at the highest dose activity, negative = inhibition, actives largely listed as inhibitors; active = well fitted inhibition curve with a large enough effect in the polarisation, with a control signal flat, not every such curve was filed as active; inconclusive = small, poorly fitted or top-dose-only effect, or effect the other way, or a change in a side signal; inactive = no such curve, though single readings can be large or run the other way; the % refers to the polarisation; note: potency is the fitted concentration of half-maximal effect; % is set by controls: 0 for no effect and ±100 for the full control effect
TrxR1 substrate: qHTS Assay for Substrates of Mammalian Selenoprotein Thioredoxin Reductase 1 (TrxR1): qHTS; Potency, µM (top dose mostly 114 µM), without a hit: top-dose activity change, negative = substrate turnover; purified TrxR1 substrate turnover, NADPH consumption readout; 390,000 tested, 0.01% active; Thioredoxin reductase 1, cytoplasmic (Rattus norvegicus), O89049; note: potency is the fitted concentration of half-maximal effect; % is set by controls: 0 for no effect and ±100 for the full control effect; nearly all actives have a fitted effect of over 50% in size
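Rat TrxR1, dispensed at 90 nM, was prereduced with 400 uM NADPH (final) for 5 min at ~22 deg C, then incubated with compound 15 min before 400 uM selenite. A first-read NADPH fluorescence drop versus no-compound background flagged substrates.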
USP1-UAF1 inh: Inhibitors of USP1/UAF1: Primary Screen; 390,000 tested, 0.23% active; Potency, µM (highest dose often 57.1 µM), without a hit: at the top dose activity change, negative = inhibition, hits mostly inhibitors; recombinant USP1/UAF1, Ub-Rhodamine cleavage fluorescence; note: potency is the fitted concentration of half-maximal effect; % is set by controls: 0 for no effect and ±100 for the full control effect; nearly all actives have a fitted effect of over 60% in size; inactives centre near -12
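Step one: compound is pinned into 1nM USP1/UAF1 in HEPES pH 7.8 buffer with TCEP. Step two: 15 min room-temperature incubation. Step three: Ub-Rho (150nM final) starts cleavage, tracked by fluorescence over six one-minute reads.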
Numbers without * were called inactive; i = inactive; ? = inconclusive; nt = not tested or not shown; & = joins results of further samples; [ ] = dose if it differs, or a comment. Unless noted, calls come from the whole dose curve; as a rule, active = well fitted curve in the direction sought with a large enough effect; inconclusive = small, poorly fitted or top-dose-only effect, or another doubt; inactive = no such curve, though single readings can be large; an effect the other way counts as inactive or inconclusive. Not all compounds are listed (hit frequency here may not be typical).

PI4K2A inh	Tb PGK inh	IDH1 R132H inh	rTrxR1 inhibitor	HP1b binding inh	GLS inh	Pin1 inhibitor	TrxR1 substrate	USP1-UAF1 inh	SMILES
-4	-4%	5%	9%	30%	3%	4%	3%	-23%	CN(CC(=O)Nc1ccc(F)cc1)C(=O)COC(=O)C1CCN(c2ccc(C(F)(F)F)cn2)CC1
3	1%	-5%	17%[57.1 µM]	10%	0%	-1%	4%[57.1 µM]	-26%	Cc1nc(C(F)(F)F)c(C(=O)N/N=C(\N)c2cccnc2)s1
3	4%	2%	14%	21%	1%	26%	-1%	-6%	Cn1c(=O)c2ncn(CC(=O)Nc3nc(-c4ccc(Cl)cc4)cs3)c2n(C)c1=O
2	-7%	8%	-3%	9%	4%	1%	-8%	-15%	CCOc1ccc(C(=O)NCC(=O)NCC(c2ccc(OC)cc2)N2CCOCC2)cc1OCC (centres undefined)
3	-3%	7%	1%	?	0%	53%[activator]	8%	-11%	Cc1ccn2c(Nc3c(C)cccc3C)c(-c3ccc(Cl)s3)nc2c1
-1	11%	18%	25%	21%	9%	?	14%	-31%	O=C(CCC1N=C2c3ccccc3N=C(SCc3cccc(Cl)c3)N2C1=O)NCCc1ccccc1 (centres undefined)
-11	-1%	7%	-16%	20%	0%	3%	-3%	-9%	O=C(NCc1cccnc1)c1ccc(-c2ccccc2[N+](=O)[O-])o1
-1	-11%	-4%	?	35%	3%	-6%	1%	-29%	COc1ccccc1NS(=O)(=O)c1cc(C(=O)N2CCN(C(=O)c3ccco3)CC2)ccc1F
-5	0%	8%	nt	nt	-5%	nt	nt	-25%	Cc1ccccc1CC1(CO)CCCN(C(=O)c2ccoc2)C1 (centres undefined)
3	5%	-11%	-3%	39%	11%	-1%	0%	-4%	COc1ccc(CCNC(=O)c2ccc(NC(=O)CC3SC(N4CCCC4)=NC3=O)cc2)cc1OC (centres undefined)
-2	-5%	?	5%	35%	14%	-13%	-1%	?	CC(C)C[C@@H](CN1CCC[C@@H]1CN1C(=O)C(=O)NC[C@@H]1Cc1ccccc1)N1C[C@H](Cc2ccc(O)cc2)N(CC2CCCCC2)C(=O)C1=O
5	7%	34%[activator]	23%[2.29 µM]	7%	-20%	61%[activator]	-7%	?	CCC(=O)N1CCc2cc(Br)cc(S(=O)(=O)CCC(=O)N3CCN(c4cccc(C(F)(F)F)c4)CC3)c21
-3	i	3%	-12%	-19%	0%	1%	-7%	-7%	CCC(C)NCCCOc1ccc([N+](=O)[O-])cc1 (centres undefined)
3	9%	-6%	11%[57.1 µM]	47%[activator]	-3%	-8%	5%[57.1 µM]	-22%	CCN(Cc1cnn(C)c1)C(=O)C1CCC(=O)N(CCc2ccc(OC)cc2)C1 (centres undefined)
-21	-9%	-20%	23%[57.1 µM]	-5%	-7%	2%	5%[57.1 µM]	-19%	CCOC(=O)c1ccccc1NC(=O)CSc1c(C)cnc2c1c(=O)n(C)c(=O)n2C
0	i	1%	7%	20%	-8%	-1%	-5%	-13%	Cc1cccc(-n2ccc(=O)c(C(=O)Nc3ccc(S(=O)(=O)Nc4onc(C)c4C)cc3)n2)c1
1	1%	15%	13%	24%	0%	2%	2%	-11%	CC(C(=O)N1CCc2ccccc21)N(C)CC(=O)Nc1ccccc1Cl (centres undefined)
0	2%	-6%	-8%[57.1 µM]	15%	0%	0%	0%[57.1 µM]	1%	CC(=O)Oc1ccc(C(=O)Nc2cccc3c2CCCC3)cc1
-4	nt	10%	21%	9%	17%	4%	3%	3%	Cc1nn(S(=O)(=O)N(C)C)c(C)c1CN1C(=O)c2ccccc2C1=O
1	-6%	3%	-2%	19%	-10%	47%[activator]	-10%	-26%	CCOC(=O)N1CCN(C(=O)/C(=C/c2ccc(N(C)C)cc2)NC(=O)c2ccccc2)CC1
-3	1%	-3%	-1%	20%	7%	2%	-8%	-7%	COc1ccc(NC(=O)c2cccc(OC(=S)N3CCOCC3)c2)cc1
-3	-6%	7%	13%	-3%	30%	2%	8%	-3%	CNC(=O)c1c(NC(=O)CS(=O)(=O)c2ccccc2)sc(C)c1C
0	0%	5%	5%[57.1 µM]	46%[activator]	-1%	4%	-9%	-20%	COc1cccc(NC(=O)CCN2CCOCC2)c1
-1	i	6%	6%	52%[activator]	-2%	-7%	3%	-8%	CCOc1ccc(CCNC(=O)CSCC(=O)Nc2ccc(OC)cc2)cc1OCC
2	0%	-1%	4%[57.1 µM]	10%	?	1%	0%[57.1 µM]	-7%	CC(C)(C)C(=O)Nc1ccc(C(=O)COC(=O)C2CC2)cc1

Single values from above.
GLS inh with `CC(C(=O)N1CCc2ccccc21)N(C)CC(=O)Nc1ccccc1Cl` (centres undefined) → 0%
Pin1 inhibitor with `CC(C)C[C@@H](CN1CCC[C@@H]1CN1C(=O)C(=O)NC[C@@H]1Cc1ccccc1)N1C[C@H](Cc2ccc(O)cc2)N(CC2CCCCC2)C(=O)C1=O` → -13%

Later entries.
PI4K2A inh	Tb PGK inh	IDH1 R132H inh	rTrxR1 inhibitor	HP1b binding inh	GLS inh	Pin1 inhibitor	TrxR1 substrate	USP1-UAF1 inh	SMILES
3	6%	-5%	10%	34%	0%	1%	0%	-7%	NS(=O)(=O)c1cccc(NC(=O)CSc2nc3ccccc3[nH]2)c1
-4	-4%	7%	nt	nt	-2%	nt	nt	-24%	CCN(CC1CCCN(CCc2cccc(F)c2)C1)C(=O)c1ccoc1C (centres undefined)
2	-4%	6%	29%	16%	2%	13%	5%	-9%	O=C(Nc1ccncc1)c1ccc(-c2ccccc2)cc1
0	i	2%	20%	35%	-3%	-1%	4%	-24%	Cc1ccc(C2=NN(CC(=O)NCc3cccs3)C(=O)CC2)cc1
-1	5%	4%	-7%	59%[activator]	-6%	6%	-4%	-21%	COc1cccc(OC)c1OCCCOc1ccc([N+](=O)[O-])cc1Cl
8	i	-6%	20%	31%	-2%	7%	6%	-10%	O=C(NCc1cccs1)c1cc(-c2cccs2)on1
-1&-3	0%&-2%	-3%&-18%	25%&-11%	27%&-22%	-8%&-5%	-5%&-1%	4%&-3%	-24%&-15%	Cc1ccc2c(c1)CC(C)N2S(=O)(=O)c1nnc(NC(=O)CC(C)C)s1 (centres undefined)
-2	-5%	-9%	3%	21%	-14%	-5%	-1%	-23%	COc1ccccc1CCNC(=O)C1(C)CC1(Cl)Cl (centres undefined)
3	0%	-12%	0%	33%	18%	0%	-1%	-27%	Cc1cc(C)cc(NC(=S)N2CCCC2)c1
-4	i	5%	-4%	22%	-3%	6%	7%	-13%	O=C(CSc1nnc2ccc3ccccc3n12)N1CCOCC1
-3	0%	-2%	7%	10%	0%	2%	2%	-2%	O=C(NCC1CCCO1)c1cccc(S(=O)(=O)N2CCOCC2)c1 (centres undefined)
7	-2%	3%	24%	47%[activator]	-2%	-2%	12%	-17%	CCOC(=O)c1ccc(NC(=S)N2CCN(c3ccc(N4CCOCC4)nn3)CC2)cc1
-2	-8%	2%	36%	48%[activator]	-19%	-2%	-1%	-17%	Cc1ccccc1OCCC(=O)Nc1cc(S(=O)(=O)N2CCOCC2)ccc1OC(C)C
0	-4%	3%	-8%	28%	2%	5%	-8%	-21%	CCOC(=O)c1cnn2cc(-c3[nH]ncc3[N+](=O)[O-])cnc12
-1	4%	2%	2%	7%	1%	-9%	-3%	-9%	CCOC(=O)c1c(S(=O)(=O)N(C)Cc2ccco2)c(C)n(C)c1C
0	-1%	6%	22%	-3%	0%	-3%	12%	-23%	COCCCN1CN=C(NS(=O)(=O)c2ccc(C)cc2)NC1
3	i	9%	27%	26%	-4%	-1%	0%	-10%	COc1ccc(/C=C/C(=O)OCC(=O)N2CCc3ccccc32)cc1
-50*	-1%	-3%	20%	38%	2%	4%	-2%	-16%	CC(c1ccccc1)c1nnc(NC(=O)Nc2ccccc2F)s1 (centres undefined)
-3	-3%	6%	6%	38%	-11%	-5%	4%	-9%	Cc1ccc(CNC(=O)C(=O)NCCC2=CCCCC2)cc1
4	-2%	-3%	26%	13%	-3%	-7%	-4%	-11%	O=C(Nc1ccnn1C1CCN(Cc2ccc(OC(F)F)cc2)CC1)C1CCCC1
1	-1%	-3%	6%[11.4 µM]	35%	-2%	-5%	2%[11.4 µM]	-20%	COc1ccc(CN2CCn3nc(C(=O)NC4CC4)cc3C2=O)cc1
5	-2%	13%	nt	nt	2%	nt	nt	-18%	COc1ccc(NC(=O)C[C@H]2C(=O)N(c3ccc(Br)cc3)C[C@@H]2c2ccc(OC)cc2)cc1

Screening results (PubChem BioAssay)
